High-throughput results from PubChem BioAssay.
GSK3 alpha inh: human GSK-3 alpha kinase inhibition; ADP-Glo luminescence, 60 min; inhibition, % at 10 µM; 320,000 tested, 0.1% active; AID 2650;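 in the data active = inhibition above about 50%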;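 also: GST-tagged GSK-3 alpha with peptide substrate and 25 µM ATP; 0% = DMSO neutral wells and 100% = GW8510 positive control wells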
GSK3beta inhib: blocks human GSK3beta kinase activity; activity score (negative = inhibition), % at 10 µM; GST-GSK3beta kinase, ADP-Glo luminescence, 60 min; hits give low values; P49841; 300,000 tested, 0.038% active;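 active = more than half of replicate wells score below -50%, meaning over 50% inhibition versus plate controls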;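 also: 0% = median DMSO wells and -100% = median GW8510 positive control wells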
Target sequence (P49841 whole entry, looked up): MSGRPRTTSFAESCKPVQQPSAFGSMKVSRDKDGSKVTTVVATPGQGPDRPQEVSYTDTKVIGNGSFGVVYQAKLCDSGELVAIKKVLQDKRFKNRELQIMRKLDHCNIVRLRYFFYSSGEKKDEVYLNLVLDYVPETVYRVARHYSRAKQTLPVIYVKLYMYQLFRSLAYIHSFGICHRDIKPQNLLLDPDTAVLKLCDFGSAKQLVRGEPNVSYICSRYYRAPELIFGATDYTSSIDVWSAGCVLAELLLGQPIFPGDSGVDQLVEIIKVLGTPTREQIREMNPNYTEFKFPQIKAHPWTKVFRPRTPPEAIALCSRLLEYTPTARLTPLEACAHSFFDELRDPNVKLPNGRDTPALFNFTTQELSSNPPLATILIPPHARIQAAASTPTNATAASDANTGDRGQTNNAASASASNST
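Test system: GST-tagged human GSK3beta kinase, cell-free; evaluation: activity score scaled between in-plate DMSO and GW8510 controls; measured by: ADP-Glo luminescence; incubation: 60 min reaction, RT; benchmarks: DMSO and 20 µM GW8510; reagent: peptide substrate plus 25 µM ATP (final); medium: Tris/MgCl2 kinase buffer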
DYRK1A inh: inhibitors of rat Dyrk1A kinase; Q63470; ADP-Glo luminescence, NFATc1 peptide; inhibition, % at 12.5 µM; 310,000 tested, 0.43% active; in the data active = inhibition above about 50%;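 also: plate controls were vehicle with enzyme for no effect and no enzyme for full effect; many of its hits are not listed in these tables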
hERG protect: hERG (human) protection from proarrhythmic block; Q12809; CHO-hERG, FluxOR thallium flux, dofetilide IC70 present; activation (rescue from dofetilide block), less the hit threshold, % at 10 µM; 310,000 tested, 0.51% active;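 active = activation above the mean of controls blocked by dofetilide plus 5 SD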;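 also: thallium influx through hERG after potassium depolarization seen as dye fluorescence rise; in these data hits start at about 4.7%; inactives centre near -7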
KCNQ1 act: potentiators or activators of human KCNQ1 potassium channel | P51787 | CHO-K1 KCNQ1, thallium flux FluxOR fluorescence; hits give high values | B-score at 10 µM | 310,000 tested, 0.35% active | AID 2648;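 active = fluorescence ratio B-score, a plate-corrected score, at least three library SD, with initial intensity B-score within 5 SD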
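assay system = KCNQ1-transfected CHO-K1 cells | medium = assay buffer with matched DMSO | probe or stimulus = depolarizing K+/Tl+ stimulus, K2SO4 and Tl2SO4 each 12.5 mM in 5x stock | dosing = single dose | incubation = dye 90 min, compound 20 min, room temperature | detection = kinetic FluxOR fluorescence, 10 s baseline plus 110 s post-stimulus | evaluation = ratio B score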
RGS4 pot: RGS4 potentiation or activation. HEK293 M3R/inducible RGS4, carbachol calcium flux Fluo4; hits give low values. AID 463111. 310,000 tested, 0.92% active. B-score at 10 µM;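 active = B-score of the integrated calcium signal more than 4 SD below the library mean, with starting fluorescence not abnormally high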;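 also: negative B-score means reduced calcium response which marks RGS4 activation or potentiation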
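Assay system: HEK293 FlpIn-TREx cells, stable M3R, doxycycline-inducible RGS4 / Probe or stimulus: carbachol, ECmax concentration / Times: overnight RGS4 induction, 30 min dye load 37 °C, 20 min compound RT / Signal: kinetic calcium fluorescence imaging with Fluo4-AM dye, 2 µM / Measure: Agonist-evoked peak-minus-minimum fluorescence over baseline, integrated ratio, B score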
PolyA inhibitor: inhibitors of polyadenylation in S. cerevisiae. 300,000 tested, 0.02% active. calls only at 12 µM. AID 1875. S. cerevisiae SKY197-pL101 polyadenylation reporter, beta-gal luminescence; efflux-impaired pdr1/pdr3 knockout yeast; score 100 = 6 SD above DMSO;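 active = lowest replicate activity score at least 50, where 100 means six control SD above control mean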;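 also: yeast exposed to compound for 9 h at 30 °C; higher score means more reporter readthrough which indicates perturbed polyadenylation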
KCNK3 block: human KCNK3 channel inhibition, primary screen | O14649 | CHO-KCNK3 thallium flux, FluxOR fluorescence; hits give low values | B-score at 10 µM | 340,000 tested, 0.84% active;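 active = B-score under library mean minus 4 SD, starting fluorescence ratio at most library mean plus 5 SD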;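 also: more negative B-score means stronger inhibition of thallium flux through KCNK3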
KCNK9 block: inhibitors of human KCNK9 two-pore domain potassium channel. AID 488922. HEK293 KCNK9, FluxOR thallium flux fluorescence; hits give low values. B-score at 10 µM. 310,000 tested, 1.2% active. Q9NPC2;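 active = ratio B-score over 3 SD below the library mean, with starting fluorescence within 5 SD of its mean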;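 also: negative B-score means less thallium flux so channel inhibition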
Target sequence (Q9NPC2 whole entry, looked up, the tested form may be a part): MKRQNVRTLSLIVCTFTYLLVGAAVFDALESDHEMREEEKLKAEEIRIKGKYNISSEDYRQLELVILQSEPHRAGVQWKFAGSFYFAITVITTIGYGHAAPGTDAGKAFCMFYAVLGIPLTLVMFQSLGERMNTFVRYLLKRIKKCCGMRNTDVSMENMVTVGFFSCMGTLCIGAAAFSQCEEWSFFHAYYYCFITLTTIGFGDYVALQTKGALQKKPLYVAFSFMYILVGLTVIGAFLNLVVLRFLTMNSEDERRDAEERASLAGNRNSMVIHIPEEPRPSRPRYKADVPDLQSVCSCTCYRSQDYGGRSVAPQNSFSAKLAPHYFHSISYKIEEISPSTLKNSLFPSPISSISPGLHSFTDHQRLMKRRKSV
HDAC3 inhib: human HDAC3 inhibition; 320,000 tested, 0.15% active; recombinant HDAC3, fluorogenic peptide/trypsin coupled, fluorescence; inhibition, % at 8.3 µM; in the data active = inhibition above about 26%, passing the limit was not always enough
KCNQ1 block: human KCNQ1 channel inhibition. B-score at 10 µM. 310,000 tested, 1.3% active. P51787. CHO-K1 KCNQ1, FluxOR thallium flux fluorescence; hits give high values;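 active = compounds whose thallium flux B-score, printed positive for inhibition, exceeds three library SD while starting fluorescence stays within three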;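 also: channel opened by potassium depolarization with thallium stimulus after 20 min compound exposure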
An asterisk follows results filed as active; i = inactive; . = no result given. The list is partial (hit frequency here may not be typical).

SMILES	GSK3 alpha inh	GSK3beta inhib	DYRK1A inh	hERG protect	KCNQ1 act	RGS4 pot	PolyA inhibitor	KCNK3 block	KCNK9 block	HDAC3 inhib	KCNQ1 block
O=C(N/N=C/c1ccc([N+](=O)[O-])o1)c1cn2ccc3ccccc3c2n1	0	0	.	0	i	i	i	i	i	.	i
CN(c1cccc(NC(=O)COc2ccc(Cl)cc2Cl)c1)S(C)(=O)=O	-2	1	0	-9	i	i	i	i	i	8	i
Cc1ccccc1C(=O)N1CCN(c2ccc([N+](=O)[O-])c(N3CCOCC3)c2)CC1	-2	5	5	-10	i	i	i	i	i	5	i
CN(C)c1ccc(/C=C2\C(=N)N3N=C(CC(=O)N4CCCC4)SC3=NC2=O)cc1Br	3	-2	-3	-4	i	i	i	i	i	-2	i
O=C(CCC(=O)c1cccs1)NCc1cccc(C(F)(F)F)c1	0	3	5	-13	i	i	i	i	i	8	i
CCOc1ccc2nc(N3CCC(C(=O)N4CCN(C5CCCCC5)CC4)CC3)sc2c1	-4	-26	6	-9	i	i	i	i	i	-6	i
CC(NCc1cc(Br)ccc1OCC(=O)NCc1ccccc1)c1ccccc1 (centres undefined)	2	-1	6	-39	i	i	i	i	i	1	6*
Cc1csc(NC(=O)c2sc3nc(-c4cccs4)ccc3c2N)n1	-3	-4	.	-9	i	-8.9*	i	.	i	-2	16*
Cc1nc(-c2cn[nH]c2-c2ccc(O)cc2O)cs1	-5	2	22	-13	i	i	i	i	i	0	i
CCN1CCN(c2ccc(NC(=O)CCc3c(C)nc4c(-c5ccccc5)c(C)nn4c3C)cc2)CC1	3	0	6	-21	i	i	i	i	i	-1	i
CCCCSc1nc2c(cnn2-c2ccc(Cl)cc2)c(=O)[nH]1	3	1	2	2	i	i	i	i	i	0	i
COCCN(C(=O)CCC(=O)Nc1nccs1)C(C(=O)NC(C)(C)C)c1ccc(Cl)cc1 (centres undefined)	2	1	8	-9	i	i	i	i	i	0	i

Part of the list above, showing only KCNK3 block, KCNQ1 act and DYRK1A inh.
| canonical_smiles | KCNK3 block | KCNQ1 act | DYRK1A inh |
| --- | --- | --- | --- |
| CCCCSc1nc2c(cnn2-c2ccc(Cl)cc2)c(=O)[nH]1 | i | i | 2 |
| CC(NCc1cc(Br)ccc1OCC(=O)NCc1ccccc1)c1ccccc1 (centres undefined) | i | i | 6 |

Continued.
SMILES	GSK3 alpha inh	GSK3beta inhib	DYRK1A inh	hERG protect	KCNQ1 act	RGS4 pot	PolyA inhibitor	KCNK3 block	KCNK9 block	HDAC3 inhib	KCNQ1 block
Cc1cccc(C)c1NC(=O)NC1(C(=O)N2CCCC2)CCCCC1	1	2	3	-6	i	i	i	i	i	-4	i
O=c1cc(CSc2ccc(Cl)cc2)nc2nc[nH]n12	-3	-2	-5	-11	i	i	i	i	i	-3	i
COc1ccc(C(=O)O/N=C(\N)c2ccc(Br)cc2)cc1	-3	0	7	-3	i	i	i	i	i	5	i
COc1ccccc1N1CCN(C(=O)c2cn(-c3ccccc3)nc2-c2cccnc2)CC1	0	2	6	-17	i	i	i	i	i	3	i
CC(NC(=O)COC(=O)/C=C/c1cccc(C(F)(F)F)c1)c1ccccc1 (centres undefined)	-1	0	.	-8	i	i	i	i	i	2	i
N/C(Cc1ccc([N+](=O)[O-])cc1)=N\OC(=O)COc1cccc2ccccc12	0	-1	6	-9	i	i	i	i	-8.3*	-1	i
COc1cccc(N2CCN(S(=O)(=O)c3cn(C)cn3)CC2)c1	2	-5	6	-6	i	i	i	i	i	-2	i
COc1ccccc1CNC(=O)C1CC(=O)N(C2CCCC2)C1 (centres undefined)	-3	-3	-4	-2	i	i	i	i	i	-4	i
CCc1cccc(C)c1NC(=O)c1ccccc1	1	2	-1	-8	i	i	i	i	i	-9	i
Cc1cc(NC(=O)C2CCN(S(=O)(=O)c3c(C)noc3C)CC2)ccc1Br	.	-4	3	-9	i	i	i	i	i	-5	i
Cc1nn(-c2ccccc2)c(C)c1C(=O)OC/C(O)=C(\C#N)c1nc2ccccc2[nH]1	2	-3	0	-15	i	i	i	i	i	7	i
Cc1ccc(CN2C(=O)CCC2C(=O)NCCN(CC(C)C)CC(C)C)cc1 (centres undefined)	1	3	-6	-9	i	i	i	i	i	-3	i

Molecules from the list above with an NH in an aromatic ring, in the order listed:
SMILES	GSK3 alpha inh	GSK3beta inhib	DYRK1A inh	hERG protect	KCNQ1 act	RGS4 pot	PolyA inhibitor	KCNK3 block	KCNK9 block	HDAC3 inhib	KCNQ1 block
Cc1nc(-c2cn[nH]c2-c2ccc(O)cc2O)cs1	-5	2	22	-13	i	i	i	i	i	0	i
CCCCSc1nc2c(cnn2-c2ccc(Cl)cc2)c(=O)[nH]1	3	1	2	2	i	i	i	i	i	0	i
O=c1cc(CSc2ccc(Cl)cc2)nc2nc[nH]n12	-3	-2	-5	-11	i	i	i	i	i	-3	i
Cc1nn(-c2ccccc2)c(C)c1C(=O)OC/C(O)=C(\C#N)c1nc2ccccc2[nH]1	2	-3	0	-15	i	i	i	i	i	7	i

Profiles, quoted from the list. Screens in order: GSK3 alpha inh | GSK3beta inhib | DYRK1A inh | hERG protect | KCNQ1 act | RGS4 pot | PolyA inhibitor | KCNK3 block | KCNK9 block | HDAC3 inhib | KCNQ1 block
COc1ccccc1CNC(=O)C1CC(=O)N(C2CCCC2)C1 (centres undefined) is entered as -3 | -3 | -4 | -2 | i | i | i | i | i | -4 | i
COc1cccc(N2CCN(S(=O)(=O)c3cn(C)cn3)CC2)c1 is entered as 2 | -5 | 6 | -6 | i | i | i | i | i | -2 | i
COc1ccc(C(=O)O/N=C(\N)c2ccc(Br)cc2)cc1 is entered as -3 | 0 | 7 | -3 | i | i | i | i | i | 5 | i

The main list resumes with the 2 entries that preceded the break.
SMILES	GSK3 alpha inh	GSK3beta inhib	DYRK1A inh	hERG protect	KCNQ1 act	RGS4 pot	PolyA inhibitor	KCNK3 block	KCNK9 block	HDAC3 inhib	KCNQ1 block
Cc1nn(-c2ccccc2)c(C)c1C(=O)OC/C(O)=C(\C#N)c1nc2ccccc2[nH]1	2	-3	0	-15	i	i	i	i	i	7	i
Cc1ccc(CN2C(=O)CCC2C(=O)NCCN(CC(C)C)CC(C)C)cc1 (centres undefined)	1	3	-6	-9	i	i	i	i	i	-3	i
Cc1nc(-c2ccccc2)sc1C(=O)CSc1ccc(Br)cc1	0	-1	-3	-6	i	i	i	i	i	-1	i
Fc1ccc2c(c1)c1n[nH]c(=S)nc1n2CCc1ccccc1	.	2	-1	-4	i	i	i	i	i	.	i
O=C(Nc1cccnc1)C1OCCc2ccccc21 (centres undefined)	-2	3	6	-5	i	i	i	i	i	-5	i
COC1=C(c2ccccc2)C(=O)c2ccccc2C1=O	1	0	12	-4	i	i	.	i	i	13	i
CCN(CC)Cc1c(O)ccc2c1O/C(=C\C=C\c1ccccc1)C2=O	0	1	2	-29	i	i	i	i	i	1	i
O=C(OCc1ccccc1)N1CCOCCN(C(=O)OCc2ccccc2)CCOCC1	-1	2	11	-4	i	i	i	i	i	-9	i
COc1cccc2cc(C(=O)NCCc3c[nH]c4ccccc34)c(=O)oc12	1	5	-3	-16	i	i	i	i	i	-3	i
CCc1ccc(/C=N\NC(=O)c2ccc(Br)o2)s1	-2	2	-4	-11	i	i	i	i	i	11	i
CC1=C(C(=O)Nc2ccccc2)C(c2coc3ccccc3c2=O)C2=C(CCCC2=O)N1 (centres undefined)	-2	1	2	-10	i	i	i	i	i	6	i
COc1cc(CNc2nnnn2C)ccc1OCc1ccc(F)cc1Cl	3	2	-3	-2	i	i	i	i	i	4	i
O=C(Cn1cc(C(F)(F)F)ccc1=O)NCc1ccc(F)cc1	-1	-2	-6	-5	i	i	i	i	i	8	i
O=C(Nc1cc(S(=O)(=O)N2CCCCC2)ccc1Cl)c1ccccc1NS(=O)(=O)c1ccc(F)cc1	-3	2	-2	-16	i	i	i	i	i	-30	i
CCCCOc1cc(C)nc(NCc2ccccc2)n1	-1	0	-2	-3	i	i	i	i	i	14	i
CS(=O)(=O)c1ccccc1-c1nc(-c2cc(C(F)(F)F)cc(C(F)(F)F)c2)no1	-2	3	-1	-10	i	i	i	i	i	3	i
COc1cccc(-n2c(SCC(=O)NC(C)(C)C)nnc2-c2ccoc2C)c1	0	-5	-3	-11	i	i	i	i	i	-1	i
CCOc1ccc(NC(=O)CN(C)C(=O)c2ccc(N3CCCCC3)c([N+](=O)[O-])c2)cc1OCC	-1	0	-2	-10	i	i	i	i	i	-2	i
COc1ccc2c(CC(=O)N[C@@H](Cc3c[nH]c4ccccc34)C(=O)O)cc(=O)oc2c1	-1	0	1	-6	i	i	i	i	i	-4	i
COC(=O)C1=C(C(=O)OC)[C@@H]2N(Cc3ccccc3)c3ccccc3[C@@]23C[C@@H](C(=O)OC)N(C(=O)CC(C)C)C3=N1	-3	0	-5	-4	i	i	i	i	-7.9*	2	i
COc1cc(NC(=O)NCC2CCN(Cc3ccccc3C)CC2)cc(OC)c1OC	-1	-2	-4	-2	i	-7*	i	i	i	-6	i
CCC(C)[C@H](NC(=O)Nc1ccc(S(N)(=O)=O)cc1)C(=O)O (some centres undefined)	0	-2	-8	-8	i	i	i	i	i	0	i
O=C(COc1ccc(=O)n(-c2ccccc2)n1)Nc1ccccc1	0	-4	-3	-9	i	i	i	i	i	6	i
O=C(CCN1C(=O)c2ccccc2S1(=O)=O)NCc1ccco1	-4	7	-3	-4	i	i	i	i	i	3	i
O=C(Cc1cccc(C(F)(F)F)c1)OCC(=O)N1CCN(S(=O)(=O)c2ccc(Cl)cc2)CC1	4	0	6	-4	i	i	i	i	i	-3	i
Cc1cccc(C)c1N=C1NN=C(c2ccccc2F)CS1	-3	-3	2	-12	i	i	i	i	i	10	i
Cc1ccccc1CC(=O)Nc1ccc(S(=O)(=O)N2CCN(C)CC2)cc1	-1	0	1	-11	i	i	i	i	i	.	i
Cc1ccc(N(C(=O)CNC(=O)c2ccco2)C(C(=O)NCC2CCCO2)c2ccccc2)cc1 (centres undefined)	1	2	-2	-12	i	i	i	i	i	-2	i
